Shn3 3UTR inh – Schnurri-3 reporter inhibition in Clone20 osteoblasts; Clone20 osteoblast Shn3 3'UTR firefly luciferase, 24 h; inhibition, % at 12.5 µM; 360,000 compounds, 0.52% hits; AID 588674;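 active = mean inhibition of at least 75% with every replicate also reaching 75%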;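 also: 0% = median of neutral control wells and 100% = pilot-screen positive control compound; some compounds past the cut are filed as inactive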
HIF-2a inh – blocks HIF-2a reporter activity; 786-0 RCC cells HIF-2a reporter, luciferase luminescence, overnight; inhibition, % at 18.8 µM; 360,000 compounds, 0.72% hits;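 active = inhibition of the luminescence signal of 40% or more relative to plate controls, in a single-dose primary screen at 18.75 µM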
TRPM1 prom inh – MITF TRPM1 promoter inhibition in SK-MEL-5 cells; SK-MEL-5 TRPM1 promoter luciferase, 24 h; inhibition, % at 12.5 µM; 330,000 compounds, 0.83% hits; AID 488899;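 active = mean inhibition across replicates of 60% or more, whatever share of single replicates reaches that level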; also: values of inactives mirror those of a sister screen read the other way
NR2E3 ag – agonists of human nuclear receptor NR2E3; Q9Y5X4; GST-NR2E3/biotin-RetCOR TR-FRET, 1536-well; inhibition of corepressor binding, % at 4.78 µM; 320,000 compounds, 0.12% hits;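 active = percent inhibition above the cutoff of mean plus 3 SD of all tested compounds, set per screening campaign, cut at about 20% in these data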;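 also: 0% = DMSO wells and 100% = biotin wells as full block of FRET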
Target sequence (Q9Y5X4 whole entry, looked up): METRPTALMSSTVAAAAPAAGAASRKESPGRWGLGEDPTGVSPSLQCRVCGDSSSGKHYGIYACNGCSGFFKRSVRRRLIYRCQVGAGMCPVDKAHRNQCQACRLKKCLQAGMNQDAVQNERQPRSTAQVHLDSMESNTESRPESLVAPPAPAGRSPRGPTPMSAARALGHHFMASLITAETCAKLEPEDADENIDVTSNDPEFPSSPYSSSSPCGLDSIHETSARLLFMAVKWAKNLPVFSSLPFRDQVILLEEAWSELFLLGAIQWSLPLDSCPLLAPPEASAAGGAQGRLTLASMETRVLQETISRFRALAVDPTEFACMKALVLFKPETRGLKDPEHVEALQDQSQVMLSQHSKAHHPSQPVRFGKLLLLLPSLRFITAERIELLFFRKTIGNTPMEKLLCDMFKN
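Material: NR2E3–RetCOR corepressor complex / Incubation: Compound–protein incubation for 5 h at 4 °C / Dosing: compound at 4.8 µM, single dose / Detection: time-resolved FRET / Benchmarks: high control biotin, low control 0.6% DMSO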
TRAIL sens C8 – sensitizes caspase-8 expressing cells to TRAIL | inhibition (viability loss, TRAIL sensitization), % at 10 µM | AID 624354 | 360,000 compounds, 1% hits | NB7+C8 cells + TRAIL, ATPlite viability luminescence;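 active = compounds causing at least 50% loss of cell viability in the single-dose screen, relative to plate controls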
Starred values were filed as active, the others as inactive; . = not tested or not shown. This is a subset (hit frequency here may not be typical).

Letter code – A = Shn3 3UTR inh; B = HIF-2a inh; C = TRPM1 prom inh; D = NR2E3 ag; E = TRAIL sens C8
CC(=O)Nc1ccc(NC(=O)Cn2cnc3c(cnn3C(C)(C)C)c2=O)cc1
  A = . | B = . | C = . | D = 3 | E = .

CCOc1cc(C(=O)OCc2ccc(C(=O)OC)o2)cc(Br)c1OC
  A = . | B = . | C = . | D = 2 | E = .

CC1Oc2ccccc2N(Cc2ccccc2F)C1=O (stereo unspecified)
  A = . | B = . | C = . | D = -3 | E = .

O=C(NC1CC2CCCC(C1)N2Cc1cccs1)c1ccc([N+](=O)[O-])cc1 (stereo unspecified)
  A = . | B = . | C = . | D = 5 | E = .

Nc1nc2ccc(Cl)cc2c2nc(-c3ccco3)nn12
  A = . | B = . | C = . | D = 0 | E = .

O=C1C=C(O)c2c(O)cccc2C1=O
  A = . | B = . | C = . | D = -8 | E = .

CCNc1nc(Oc2ccc(C(=O)OCC)cc2)nc(N2CCOCC2)n1
  A = . | B = . | C = . | D = -1 | E = .

O=C(/C=C/c1ccc2c(c1)OCO2)Nc1nc(-c2ccc(F)cc2F)cs1
  A = . | B = . | C = . | D = -76 | E = .

CSCSC1=C(C#N)C(c2ccc(Cl)cc2)C(C(C)=O)=C(C)N1 (stereo unspecified)
  A = . | B = . | C = . | D = -1 | E = .

CCOC(=O)c1ccccc1NC(=O)CN(c1ccc(OCC)cc1)S(C)(=O)=O
  A = . | B = . | C = 14 | D = . | E = .

CC[n+]1c(/C=C/c2c[nH]c3ccccc23)ccc2cc(C)ccc21
  A = . | B = . | C = 74* | D = . | E = .

CCCSc1sc(C(=O)OC)c(-c2cccs2)c1C#N
  A = . | B = . | C = 0 | D = -4 | E = .

C#CCOCCOCCOCCNc1nc(N2CCN(C(=O)CCCCCCCCCCNC(=O)[C@H](CCCCN)n3cc(C)nn3)CC2)nc(N2CCN(C(=O)CCCCCCCCCCNC(=O)[C@H](CO)n3cc(CCCSC)nn3)CC2)n1
  A = . | B = . | C = 48 | D = -1 | E = .

CN1N=C(C(C)(C)C)CC1=O
  A = . | B = . | C = -2 | D = 3 | E = .

COC(=O)c1ccc(COc2ccc3c(C)c(C)c(=O)oc3c2C)o1
  A = -3 | B = . | C = . | D = . | E = .

C=C(C)COc1ccc(-c2nc(N)ncc2-c2ccc(OC)cc2)c(O)c1
  A = -74 | B = . | C = . | D = . | E = .

N#C/C(C(N)=O)=c1/ccc2c(c1)N1C3=C(CCCC3)CC3CCCCC31N=2 (stereo unspecified)
  A = 11 | B = . | C = . | D = -5 | E = .

CCCCCC#CCC#CCC#CCC#CCCCC(=O)O
  A = 5 | B = . | C = . | D = 8 | E = .

COc1ccc(-c2c(C)c3ccc(OCC(C)=O)cc3oc2=O)cc1
  A = -125 | B = . | C = . | D = 3 | E = .

CSCCC1NC2(C(=O)Nc3ccc(Cl)cc32)[C@@H]2C(=O)N(C3CCCC3)C(=O)[C@H]12 (stereo partly specified)
  A = 11 | B = . | C = . | D = -1 | E = .

C[C@]12CC[C@@H]3c4ccc(O)cc4[C@@H](O)C[C@H]3[C@@H]1CC[C@@H]2O
  A = 1 | B = . | C = . | D = 5 | E = .

CS(=O)(=O)Nc1ccc(C(=O)Nc2ccc3c(c2)OCCO3)cc1
  A = -51 | B = . | C = -44 | D = 1 | E = .

Cn1nnnc1Sc1ncnc2scc(-c3cccs3)c12
  A = 28 | B = . | C = 88* | D = 3 | E = .

O=C(O)Cn1nnc(-c2ccc(OCc3ccccc3Cl)cc2)n1
  A = -8 | B = . | C = -7 | D = 1 | E = .

COC(=O)[C@H](NC(=O)c1cc([C@@H](NC(=O)OC(C)(C)C)C(C)C)sc1N)C(C)C
  A = . | B = 14 | C = . | D = . | E = 5

CCCCCn1nnnc1C1(C)CCC(=O)N1Cc1ccco1 (stereo unspecified)
  A = . | B = 7 | C = . | D = . | E = 3

COc1ccc(NC(=O)C(c2ccccc2F)n2c(=O)c(-c3ccco3)nc3ccccc32)cc1 (stereo unspecified)
  A = . | B = -3 | C = . | D = . | E = -19

CC1(C(=O)NCc2ccccc2)CN(S(C)(=O)=O)CC(=O)N1Cc1cccc(C(F)(F)F)c1 (stereo unspecified)
  A = . | B = -4 | C = . | D = . | E = -2

O=C(Nc1ccc(F)cc1)C(c1ccncc1)N1CCN(c2cccc(C(F)(F)F)n2)CC1 (stereo unspecified)
  A = . | B = 8 | C = . | D = . | E = 12

Cc1cccc(C)c1NC(=O)C1(C)CSCC(=O)N1Cc1cccs1 (stereo unspecified)
  A = . | B = 12 | C = . | D = . | E = 3

CSCCC(C(=O)NC(C)(C)C)n1c(-c2ccc3c(c2)OCO3)nc2ccccc21 (stereo unspecified)
  A = . | B = -86 | C = . | D = . | E = -1

Cc1cccc(C)c1NC(=O)C(c1ccccc1)n1c(=O)c(-c2ccco2)nc2ccccc21 (stereo unspecified)
  A = . | B = 7 | C = . | D = . | E = -8

O=C(Nc1ccc(Cl)c(Cl)c1)N[C@@H]1CC[C@@H](CCn2cc(C3CCCCC3)nn2)O[C@@H]1CO
  A = . | B = 1 | C = . | D = . | E = 18

O=C(NC1CCCC1)C(c1ccccc1)n1c(Cc2cc(F)cc(F)c2)nc2ccccc21 (stereo unspecified)
  A = . | B = -8 | C = . | D = . | E = 4

COC(=O)[C@@]12C[C@@H](CC(=O)NCc3cccc4ccccc34)C(=O)N(CCc3ccc(OC)c(OC)c3)C1=CCC(C)(C)C2
  A = . | B = -12 | C = . | D = . | E = 19

O=C(N[C@@H]1CC[C@@H](CCNC(=O)C2CCOCC2)O[C@@H]1CO)c1ccncc1
  A = . | B = 11 | C = . | D = . | E = 3

CCCCCCCCN1C(=O)[C@H](CC(=O)NCCC(C)C)C[C@@]2(C(=O)OC)CC(C)(C)CC=C12
  A = . | B = 8 | C = . | D = . | E = -8

CCCCNC(=O)C1C(c2ccc(C(F)(F)F)cc2)=Nc2ccccc2N1C(=O)c1ccc2nc(C)[nH]c2c1 (stereo unspecified)
  A = . | B = -118 | C = . | D = . | E = -2

COC(=O)[C@@]12C[C@@H](CC(=O)N3CCCC3)C(=O)N(Cc3ccccc3)C1=CCC(C)(C)C2
  A = . | B = 2 | C = . | D = . | E = -3

COCCN1C(=O)CN(S(C)(=O)=O)CC1(C)C(=O)NCc1ccccc1 (stereo unspecified)
  A = . | B = 7 | C = . | D = . | E = 4

O=C(Nc1ccc(F)cc1)C(c1cccc(F)c1)N1CCN(C(=O)c2ccco2)CC1 (stereo unspecified)
  A = . | B = -6 | C = . | D = . | E = -6

CCOC(=O)[C@]12CCCC=C1N(CCc1ccc(OC)c(OC)c1)C(=O)[C@H](CC(=O)N1CCCC1)C2
  A = . | B = 9 | C = . | D = . | E = -7

CCCCOCCCNC(=O)C[C@@H]1C[C@@]2(C(=O)OC)CC(C)(C)CC=C2N(CCc2ccc(OC)c(OC)c2)C1=O
  A = . | B = -5 | C = . | D = . | E = 2

O=C(NC1CCCC1)N[C@@H]1C=C[C@@H](CC(=O)N2CCOCC2)O[C@@H]1CO
  A = . | B = 9 | C = . | D = . | E = -9

CC(c1nc2ccccc2[nH]1)n1c(=O)c(-c2ccco2)nc2ccccc21 (stereo unspecified)
  A = . | B = 1 | C = . | D = . | E = -1

COC(=O)C[C@@H]1C=C[C@@H](NC(=O)NC2CCCC2)[C@@H](CO)O1
  A = . | B = 2 | C = . | D = . | E = 0

CSCCC(C(=O)NCc1ccccc1)n1c(Cc2cc(F)cc(F)c2)nc2ccccc21 (stereo unspecified)
  A = . | B = 5 | C = . | D = . | E = -10

COC(=O)[C@@]12C[C@@H](CC(=O)NCCc3ccccc3OC)C(=O)N(CCc3ccc(OC)c(OC)c3)C1=CCC(C)(C)C2
  A = . | B = -15 | C = . | D = . | E = 12

COC(=O)[C@@]12C[C@@H](CC(=O)NCCC(C)C)C(=O)N(Cc3ccccc3)C1=CCC(C)(C)C2
  A = . | B = 9 | C = . | D = . | E = 10

CCCc1cn(CC(C)n2c(=O)c3ccccc3n2Cc2cc(C(C)C)no2)nn1 (stereo unspecified)
  A = . | B = 3 | C = . | D = . | E = -1

Rewritten with values under each structure: part of the list above
Results follow in this order: Shn3 3UTR inh	HIF-2a inh	TRPM1 prom inh	NR2E3 ag	TRAIL sens C8
O=C(Nc1ccc(F)cc1)C(c1cccc(F)c1)N1CCN(C(=O)c2ccco2)CC1 (stereo unspecified)
→ .	-6	.	.	-6
CCOC(=O)[C@]12CCCC=C1N(CCc1ccc(OC)c(OC)c1)C(=O)[C@H](CC(=O)N1CCCC1)C2
→ .	9	.	.	-7

(more compounds)
Letter code – A = Shn3 3UTR inh; B = HIF-2a inh; C = TRPM1 prom inh; D = NR2E3 ag; E = TRAIL sens C8
O=C(Nc1ccc2c(c1)OCCO2)C(C1CC1)n1c(=O)c(-c2ccccc2)nc2ccccc21 (stereo unspecified)
  A = . | B = 14 | C = . | D = . | E = -7

CCOC(=O)N1CCN(C(=O)C[C@@H]2C[C@@]3(C(=O)OCC)CCCC=C3N(Cc3ccccc3)C2=O)CC1
  A = . | B = 2 | C = . | D = . | E = -4

Cc1csc(-c2nc3ccccc3n2C(C(=O)NC(C)(C)C)c2ccccc2)c1 (stereo unspecified)
  A = . | B = -12 | C = . | D = . | E = 6

Nc1c(-c2ccc(F)cc2)nc2ncccn12
  A = . | B = -20 | C = . | D = . | E = -5

COC(=O)/C=C1\OCc2ccc(C)cc21
  A = . | B = -53 | C = . | D = . | E = -2

Molecules from the list above that have four or more nitrogen atoms:
Letter code – A = Shn3 3UTR inh; B = HIF-2a inh; C = TRPM1 prom inh; D = NR2E3 ag; E = TRAIL sens C8
CC(=O)Nc1ccc(NC(=O)Cn2cnc3c(cnn3C(C)(C)C)c2=O)cc1
  A = . | B = . | C = . | D = 3 | E = .

Nc1nc2ccc(Cl)cc2c2nc(-c3ccco3)nn12
  A = . | B = . | C = . | D = 0 | E = .

CCNc1nc(Oc2ccc(C(=O)OCC)cc2)nc(N2CCOCC2)n1
  A = . | B = . | C = . | D = -1 | E = .

C#CCOCCOCCOCCNc1nc(N2CCN(C(=O)CCCCCCCCCCNC(=O)[C@H](CCCCN)n3cc(C)nn3)CC2)nc(N2CCN(C(=O)CCCCCCCCCCNC(=O)[C@H](CO)n3cc(CCCSC)nn3)CC2)n1
  A = . | B = . | C = 48 | D = -1 | E = .

N#C/C(C(N)=O)=c1/ccc2c(c1)N1C3=C(CCCC3)CC3CCCCC31N=2 (stereo unspecified)
  A = 11 | B = . | C = . | D = -5 | E = .

Cn1nnnc1Sc1ncnc2scc(-c3cccs3)c12
  A = 28 | B = . | C = 88* | D = 3 | E = .

O=C(O)Cn1nnc(-c2ccc(OCc3ccccc3Cl)cc2)n1
  A = -8 | B = . | C = -7 | D = 1 | E = .

CCCCCn1nnnc1C1(C)CCC(=O)N1Cc1ccco1 (stereo unspecified)
  A = . | B = 7 | C = . | D = . | E = 3

O=C(Nc1ccc(F)cc1)C(c1ccncc1)N1CCN(c2cccc(C(F)(F)F)n2)CC1 (stereo unspecified)
  A = . | B = 8 | C = . | D = . | E = 12

O=C(Nc1ccc(Cl)c(Cl)c1)N[C@@H]1CC[C@@H](CCn2cc(C3CCCCC3)nn2)O[C@@H]1CO
  A = . | B = 1 | C = . | D = . | E = 18

CCCCNC(=O)C1C(c2ccc(C(F)(F)F)cc2)=Nc2ccccc2N1C(=O)c1ccc2nc(C)[nH]c2c1 (stereo unspecified)
  A = . | B = -118 | C = . | D = . | E = -2

CC(c1nc2ccccc2[nH]1)n1c(=O)c(-c2ccco2)nc2ccccc21 (stereo unspecified)
  A = . | B = 1 | C = . | D = . | E = -1

CCCc1cn(CC(C)n2c(=O)c3ccccc3n2Cc2cc(C(C)C)no2)nn1 (stereo unspecified)
  A = . | B = 3 | C = . | D = . | E = -1

Nc1c(-c2ccc(F)cc2)nc2ncccn12
  A = . | B = -20 | C = . | D = . | E = -5
